Compound activity as filed in PubChem BioAssay.
RGS7-Gao: regulators of human RGS7-Galphao interaction; 220,000 tested, 0.35% active; Multiplexed bead flow cytometry, RGS7-Galphao binding; actives lie on both sides; binding response (% of control), % at 10 µM; P09471; AID 1439; in the data active = binding response below about 49% or above about 150%; inconclusive = no clear call, values can overlap the other calls; inactive = in between;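 note: fluorescent Galphao held in activated GDP-AlF4 state binding bead-coupled RGS7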
Target sequence (P09471 whole entry, looked up): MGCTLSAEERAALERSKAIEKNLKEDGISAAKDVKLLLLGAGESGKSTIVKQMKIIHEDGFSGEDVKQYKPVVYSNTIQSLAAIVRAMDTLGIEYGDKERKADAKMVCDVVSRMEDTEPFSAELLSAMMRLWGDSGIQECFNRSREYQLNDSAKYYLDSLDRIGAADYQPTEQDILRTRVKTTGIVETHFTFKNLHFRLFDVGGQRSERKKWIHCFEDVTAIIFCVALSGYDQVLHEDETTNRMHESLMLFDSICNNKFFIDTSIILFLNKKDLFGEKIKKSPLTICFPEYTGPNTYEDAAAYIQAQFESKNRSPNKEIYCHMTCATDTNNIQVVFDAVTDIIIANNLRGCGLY
ABCB1 inh: human ABCB1 inhibition, ABCG2 as counter-screen | CCRF-Adr cells, JC-1 efflux, flow cytometry | inhibition, % at 6.6 µM | 190,000 tested, 0.067% active; in the data active = inhibition above about 40%;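 note: 0% = vehicle and 100% = reference inhibitor; higher value means more JC-1 retained so stronger ABCB1 efflux block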
Bim-Bcl-B: disrupts Bim peptide binding to human Bcl-B. bead-based flow cytometry. 190,000 tested, 0.073% active. inhibition, % at 10 µM. AID 951;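 note: 0% = tracer peptide without compound and 100% = reference inhibitor peptide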
Bcl-XL Bim block: disrupts Bim peptide binding to human Bcl-XL | Q07817 | bead flow cytometry, fluorescence | inhibition, % at 10 µM | 190,000 tested, 0.04% active | AID 1007
RGS4-Gao reg: human RGS4-Galphao interaction regulation. Multiplexed bead flow cytometry, RGS4-Galphao binding; actives lie on both sides. binding response (% of control), % at 10 µM. 220,000 tested, 0.33% active. AID 1415. P09471; in the data active = binding response below about 49% or above about 150%; inactive = in between;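 note: fluorescent Galphao activated with aluminum fluoride binding bead-coupled RGS4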
Bim-Bcl-2: human Bim-Bcl-2 interaction inhibition | Bead-based flow cytometry, Bim peptide-Bcl-2 binding | inhibition, % at 10 µM | AID 950 | P10415 | 190,000 tested, 0.06% active; in the data active = inhibition above about 40%; inconclusive = no clear call, values can overlap the other calls;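 note: 0% = no compound wells with probe peptide and 100% = reference peptide inhibitor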
Target sequence (P10415 whole entry, looked up): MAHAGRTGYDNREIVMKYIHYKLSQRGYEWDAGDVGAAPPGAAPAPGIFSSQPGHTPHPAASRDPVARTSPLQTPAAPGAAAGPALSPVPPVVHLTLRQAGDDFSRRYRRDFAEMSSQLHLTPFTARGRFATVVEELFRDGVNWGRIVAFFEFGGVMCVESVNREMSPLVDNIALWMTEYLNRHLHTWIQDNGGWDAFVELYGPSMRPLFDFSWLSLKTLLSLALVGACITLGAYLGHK
Mcl-1 Bim block: human Bim-Mcl-1 interaction inhibition. inhibition, % at 10 µM. Q07820. 190,000 tested, 0.1% active. Bead-based flow cytometry, Bim peptide-Mcl-1 binding;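 note: 0% = no compound tracer wells and 100% = peptide blocker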
Target sequence (Q07820 whole entry, looked up): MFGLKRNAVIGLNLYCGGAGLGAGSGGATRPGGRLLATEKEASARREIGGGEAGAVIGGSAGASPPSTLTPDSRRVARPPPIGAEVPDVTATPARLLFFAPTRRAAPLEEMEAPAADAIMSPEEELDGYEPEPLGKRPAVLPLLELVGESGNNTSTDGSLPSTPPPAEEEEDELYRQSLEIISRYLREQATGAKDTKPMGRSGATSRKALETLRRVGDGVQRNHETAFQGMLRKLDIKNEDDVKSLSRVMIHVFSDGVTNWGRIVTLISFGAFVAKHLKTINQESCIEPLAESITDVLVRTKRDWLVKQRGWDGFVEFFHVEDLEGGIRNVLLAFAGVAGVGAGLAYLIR
ABCG2 block: blocks JC-1 efflux by human ABCG2 transporter. Q9UNQ0. 190,000 tested, 0.1% active. inhibition, % at 6.6 µM. IgMXP3 cells, flow cytometry;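 active = inhibition above 80%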;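 note: 0% = DMSO and 100% = nicardipine control wells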
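Test system: IgMXP3 cells (ABCG2) mixed with DDAO far-red-labelled CCRF-Adr cells (ABCB1). Reagent: JC-1 transporter substrate. Compound dosing: single test compound dose, 6.6 µM final. Times: 10 min compound exposure, 25 °C. Detection: flow cytometry of retained JC-1 fluorescence. Read-out basis: efflux inhibition in percent versus controls. Controls: nicardipine and DMSO wells.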
Bcl-W Bim block: disrupts Bim peptide binding to human Bcl-W | Q92843 | bead-based flow cytometry | inhibition, % at 10 µM | 190,000 tested, 0.02% active;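 note: 0% = bound tracer without compound and 100% = peptide blocker; higher means less fluorescent Bim peptide bound to Bcl-W beads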
RGS8-Gao: modulates binding of RGS8 to human Galphao; P09471; multiplexed bead flow cytometry; actives lie on both sides; response (percent of control binding), % at 10 µM; 220,000 tested, 0.34% active; AID 1423; in the data active = response below about 60% or above about 140%; inactive = in between;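 note: Galphao activated as the GDP aluminium fluoride complex binding bead-coupled RGS8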
Bim-Bfl-1: disrupts Bim binding to human Bfl-1 | Q16548 | Bead-based flow cytometry, Bim-Bfl-1 binding inhibition | inhibition, % at 10 µM | 190,000 tested, 0.12% active;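 note: 0% = wells without compound plus tracer and 100% = blocker peptide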
* = called active by the depositor; ? = inconclusive; · = no result given. Cut-off read from the data, not from the text of the source, unless noted: active = inhibition above about 40%.

mol	Bim-Bcl-2	RGS7-Gao	Mcl-1 Bim block	RGS8-Gao	ABCB1 inh	Bim-Bfl-1	Bcl-W Bim block	Bcl-XL Bim block	Bim-Bcl-B	ABCG2 block	RGS4-Gao reg
Cc1ccccc1-n1c(Cn2c(=O)sc3ccccc32)nnc1SCC(N)=O	-7	101	-2	103	0.3	-9	-5	-10	-10	5	106
CCn1nnnc1SCC(=O)c1cc(OC)ccc1OC	-5	103	0	104	0.7	-9	10	0	-7	3	102
O=C(Nc1cnccn1)C1c2ccccc2Oc2ccccc21	-14	104	-4	100	0.9	-19	-1	-7	-6	25	102
O=C(c1cccnc1)N1CCN(C(=O)c2cccs2)CC1	-5	98	-2	100	0.2	-1	0	-3	0	1	95
CCc1nnc(NC(=O)CSc2nnc(-c3ccco3)o2)s1	-4	98	0	99	1.6	-4	1	-3	-3	23	102
CCc1nnc(NC(=O)C2CCCN2S(=O)(=O)c2ccccc2)s1 (stereo not drawn)	19	101	10	101	0.8	0	0	2	-3	1	102
CC(C)(C)NC(=O)C(=O)NNC(=O)c1ccccc1Br	-2	113	1	100	1.7	-5	2	0	-2	15	103
CC(C)(C)OC(=O)N1CCCC(C(=O)CC#N)C1 (stereo not drawn)	-2	100	-5	100	0.8	0	0	-3	-1	7	102
CCCCC(=O)Nc1cc(NC(=O)CCCC)cc(C(=O)O)c1	-1	104	-3	101	0.2	-2	0	0	-2	1	102
COc1ccc(NC(=O)Cc2ccccc2F)cn1	-6	105	2	101	0.1	-2	5	-2	-1	2	98
CCN1C(=O)C(O)(CC(=O)/C=C/C=C/c2ccccc2)c2ccccc21 (stereo not drawn)	-1	98	1	101	0.6	0	0	0	-1	2	100
O=C(NCC1CCCN(Cc2ccc3nonc3c2)C1)c1cccc(C(F)(F)F)c1 (stereo not drawn)	-2	98	0	101	0.4	-2	0	-1	-2	2	101
Cc1csc(NC(=O)CSc2nnc(-c3ccoc3C)n2CCc2ccccc2)n1	-10	99	-2	101	1.9	-17	0	-8	-10	38	98
Cc1cc(C)nc(N/N=C/C(Cl)=C/c2ccccc2)n1	-5	105	-3	105	-0.3	-6	0	0	-8	8	105
COc1ccccc1CC(=O)NCC1CCCO1 (stereo not drawn)	-14	93	-2	99	1.1	-14	-2	4	-11	8	101
CC(=O)c1cccc(NC(=O)N2CCCC2C(=O)Nc2ccccc2C)c1 (stereo not drawn)	-8	103	-2	105	0.4	-12	0	-2	-7	3	109
COc1ccc(S(=O)(=O)NCCSc2ccccc2)cc1OC	-3	99	20	101	0.2	-1	10	1	0	-1	100
COC(=O)CSc1nc(N)nc(C)c1Br	-4	98	-3	100	0.0	-13	2	-5	-2	0	99
CC(C)c1ccc2c(c1)C(c1cccs1)=NNC(c1ccncc1)=N2	-1	95	1	101	1.5	0	-1	-4	-3	10	97
O=C(CSc1ncn(-c2ccccc2)n1)Nc1nc2c(s1)CCCC2	-4	96	-6	99	0.2	-8	0	-12	-11	4	99
O=S(=O)(/N=C(/c1ccc(F)cc1)N1CCCCC1)c1ccc(Cl)cc1	-2	105	-7	102	1.4	-10	-8	-16	-15	2	98
CC(NC(=O)c1ccc(Br)s1)c1ccncc1 (stereo not drawn)	-3	?	-1	100	1.1	-4	-2	-1	-2	5	98
CC12CCC(C(=O)Nc3nccs3)(OC1=O)C2(C)C (stereo not drawn)	-3	102	-2	105	0.4	0	-1	-3	-2	1	103
CCCCc1nnc(NC(=O)CSc2nc(O)c(-c3ccccc3)c(=O)[nH]2)s1	-2	101	0	100	3.5	0	-1	-1	0	6	106
CC[N+]1(CC)CC2CCC(C)(C1)C2(C)C (stereo not drawn)	1	99	2	101	-0.5	-5	0	-1	-2	0	101
CSC1=N/C(=C\c2cccc(F)c2)C(=O)S1	0	96	-1	98	-0.1	-1	-1	-1	1	0	95
Cc1cc(C)cc(C(=O)N(CCc2ccccc2)C2=CC3CCC(C2)N3C)c1 (stereo not drawn)	0	97	-5	100	1.8	-5	-3	-2	-6	2	103
S=C1COC(c2ccccc2)N1c1ccccc1 (stereo not drawn)	?	92	·	101	0.3	·	·	·	·	0	89
COc1ccc(C(NC(=O)c2ccccc2F)NC(=O)c2ccccc2F)cc1	-6	95	-2	98	0.6	-10	-3	-3	-6	8	100
O=C(Nc1cccc(Cl)c1)N(CCN1CCOCC1)Cc1ccccc1F	-6	100	-2	100	0.9	-10	0	-4	-8	4	99

One compound at a time (already shown).
Cc1cc(C)cc(C(=O)N(CCc2ccccc2)C2=CC3CCC(C2)N3C)c1 (stereo not drawn) is listed as Bim-Bcl-2: 0; RGS7-Gao: 97; Mcl-1 Bim block: -5; RGS8-Gao: 100; ABCB1 inh: 1.8; Bim-Bfl-1: -5; Bcl-W Bim block: -3; Bcl-XL Bim block: -2; Bim-Bcl-B: -6; ABCG2 block: 2; RGS4-Gao reg: 103
COc1ccccc1CC(=O)NCC1CCCO1 (stereo not drawn) is listed as Bim-Bcl-2: -14; RGS7-Gao: 93; Mcl-1 Bim block: -2; RGS8-Gao: 99; ABCB1 inh: 1.1; Bim-Bfl-1: -14; Bcl-W Bim block: -2; Bcl-XL Bim block: 4; Bim-Bcl-B: -11; ABCG2 block: 8; RGS4-Gao reg: 101

(listing goes on)
mol	Bim-Bcl-2	RGS7-Gao	Mcl-1 Bim block	RGS8-Gao	ABCB1 inh	Bim-Bfl-1	Bcl-W Bim block	Bcl-XL Bim block	Bim-Bcl-B	ABCG2 block	RGS4-Gao reg
Cc1ccc(-c2nnn(CC(=O)N(CCO)C(C(=O)NC3CCCC3)c3ccc(F)cc3)n2)o1 (stereo not drawn)	-1	104	0	103	0.7	-4	-2	-1	1	20	106
Cc1cc(C)n2nc(SCc3nnc(SCc4ccccc4C)s3)nc2n1	-9	100	-34	102	1.8	-10	2	-1	-15	10	100
CCOC(=O)c1oc2ccccc2c1CSc1nnnn1-c1ccc(OC)cc1	-10	99	-1	96	2.2	-10	3	4	-9	17	102
COc1ccc(C(=O)NNC2CC(=O)N(Cc3ccc(Cl)cc3)C2=O)cc1OC (stereo not drawn)	-13	107	-1	102	0.7	-18	-2	-6	-8	1	100
O=C(CCCn1c(=S)[nH]c2ccsc2c1=O)Nc1ccc2c(c1)OCO2	-3	109	-2	103	-1.7	1	0	-4	-32	8	105
CC(=O)Nc1cccc(NC(=O)C2CCCN2C(=O)Nc2ccccc2C)c1 (stereo not drawn)	0	93	-1	101	0.2	-1	-1	-1	1	0	92
Cc1ccc(NC(=O)CSCCc2ccccn2)nc1	-12	99	-4	100	0.5	-19	-1	-6	-8	2	98
Cc1cccc(C)c1OCC(O)CN1CCC(CN2C(=O)c3cccc4cccc(c34)C2=O)CC1 (stereo not drawn)	-1	95	-4	98	0.7	2	-3	-6	-5	2	95
C/C(=N\NC(=O)c1ccccn1)c1ccc(C(=O)O)s1	0	109	0	122	0.2	1	2	0	-1	1	110
Cc1cc(C(=O)NC2CCCc3ccccc32)no1 (stereo not drawn)	1	102	46*	97	0.6	0	-4	2	-2	2	95
COc1cccc(NC(=O)CNS(=O)(=O)c2ccc(Cl)cc2)c1	0	105	1	103	0.7	-1	0	2	2	5	102
CCCn1c(=O)[nH]c(=O)c2c1nc(-c1cccs1)n2CCOC	-3	101	-3	100	-0.1	-5	-4	-4	-3	2	101
Cc1occc1C(=O)N1CCN(c2ncccn2)CC1	0	104	4	102	0.5	-8	7	0	-1	2	104
COc1ccc(C)cc1NC(=O)CSc1nnc(-c2ccco2)n1Cc1ccco1	0	100	-4	99	0.8	4	1	2	-5	1	100
N#C/C(=C/c1ccc(F)cc1)C(N)=S	-6	101	-3	100	0.9	-2	-3	-2	-14	5	98
COc1ccc(C(=O)c2c(C)oc3ccc(O)c(CN4CCOCC4)c23)cc1	-2	100	-6	97	1.3	-4	-1	1	-2	1	96
O=C(O)c1ccc(N=NN2CCOCC2)cc1	-5	103	-3	95	-0.2	-5	-5	-6	-9	1	100
Cn1c2ccccc2c(=O)c2c(=O)n(C3CCCCC3)c(-c3ccco3)nc21	2	100	-4	107	-0.9	0	-6	-10	-5	-6	99
O=C(Nc1cnccn1)c1cccc(C(F)(F)F)c1	-3	88	0	96	0.4	-9	0	-18	-4	6	93
Cc1nc(NC(=O)c2ccccc2)sc1-c1csc(N)n1	-3	96	-3	101	0.3	-1	-3	-1	-3	2	103
CSC1=NCCN1C(=O)COc1ccc2ccccc2c1	-8	95	-1	99	-1.3	-12	-2	-5	-8	-1	98
CCNc1cc(N2CCN(S(=O)(=O)c3ccc4c(c3)CCCC4)CC2)ccc1[N+](=O)[O-]	-15	103	-11	102	0.7	-8	-9	-9	-10	5	105
CC1(C)C2CCC1(C)C(OC(=O)CC(=O)O)C2 (stereo not drawn)	-14	105	-4	103	2.8	-18	-2	-6	-8	5	108
CN1CCc2cccc3c2[C@@H]1Cc1ccc(O)c(O)c1-3	40*	106	10	88	0.4	40*	51*	22	-12	5	91
CCN(Cc1cc2ccccc2[nH]c1=O)C(=O)c1cccnc1	-9	108	-4	106	-0.2	-19	-2	-11	-12	-2	109
COc1cc(OC)cc(C(=O)Nn2c(C)nc3ccccc3c2=O)c1	4	101	6	97	0.1	0	3	0	5	0	115
CCOCCn1c(CN(Cc2ccccc2)Cc2ccccc2)nc2c1c(=O)[nH]c(=O)n2C	1	99	-1	101	9.6	1	2	0	0	5	99
O=S(=O)(Nc1nccs1)c1cc(Cl)ccc1Cl	4	94	0	97	0.1	3	0	-1	2	-23	96
CSCCC(NC(=O)c1ccco1)C(=O)OCC(=O)Nc1ncc(Cl)c(C)c1Cl (stereo not drawn)	-2	98	-3	103	0.7	-1	1	-1	1	2	102
CC(C)(C)c1cc2cccnc2n1Cc1cccc(F)c1	-6	100	0	102	0.1	-10	1	-12	-5	0	100

Looked up above:
CCOC(=O)c1oc2ccccc2c1CSc1nnnn1-c1ccc(OC)cc1 @ ABCG2 block: 17
Cn1c2ccccc2c(=O)c2c(=O)n(C3CCCCC3)c(-c3ccco3)nc21 @ Bcl-W Bim block: -6
Cc1ccc(-c2nnn(CC(=O)N(CCO)C(C(=O)NC3CCCC3)c3ccc(F)cc3)n2)o1 (stereo not drawn) @ RGS4-Gao reg: 106

(listing goes on)
mol	Bim-Bcl-2	RGS7-Gao	Mcl-1 Bim block	RGS8-Gao	ABCB1 inh	Bim-Bfl-1	Bcl-W Bim block	Bcl-XL Bim block	Bim-Bcl-B	ABCG2 block	RGS4-Gao reg
Cc1cc(C(=O)NC(C)Cc2ccccc2)cc(C)c1[N+](=O)[O-] (stereo not drawn)	-1	102	0	104	0.1	-8	-2	0	-3	5	104
COC(=O)c1c(NC(=O)CSc2nnc(C)c(=O)[nH]2)sc(C)c1C	2	109	0	102	1.0	16	0	-1	0	6	108
Cc1cccnc1NC(=O)c1ccccc1-c1ccccc1C(=O)Nc1ncccc1C	-6	96	-4	89	0.6	-2	-2	-7	-2	1	99
C=CCn1c(Oc2ccccc2)nc2c1c(=O)n(C)c(=O)n2C	-3	79	-2	80	0.4	-13	-3	-4	-11	1	92
CCOCC(=O)Nc1cc(C(=O)OC)cc(C(=O)OC)c1	-4	104	-1	128	1.1	0	-1	-2	-3	10	110
COc1ccc(Br)c2oc(S)cc(=O)c12	-1	99	-6	99	-0.8	0	-7	-9	-13	-7	98
COC(=O)c1nc(N)sc1-c1ccc(OC)cc1	-3	109	0	102	0.0	-7	0	2	-3	2	105
Cc1cc(S(=O)(=O)NCc2ccccc2)ccc1OCC(=O)Nc1cccc([N+](=O)[O-])c1	-6	102	-1	104	-0.6	-5	-1	-5	-4	-7	104
CSc1ccc(CN(C)CC(=O)Nc2ccc(C)cc2Br)cc1	-2	93	-2	96	0.2	-1	0	-2	-3	1	96
